FUS suppressor: qHTS for Suppressors of FUS Proteinopathy: Primary screen using FUS-linked yeast assay | Potency, µM (doses to about 76.6 µM), without a hit: at the top dose growth rescue (activation), usual class: activators | 390,000 compounds, 0.24% hits | S. cerevisiae FUS-expressing, growth rescue, OD600, 24 h;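 further: potency means the concentration at half of the fitted maximal effect; plate controls were DMSO vehicle for no effect and reference control for full effect; nearly all actives have a fitted effect of over 55% in size; some results filed as inactive show a strong effect at the top dose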
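Steps: raffinose overnight preculture; dilution to OD 0.005 in 2% galactose minimal medium; compound addition (concentration series); 24hr at 30C, 99% humidity; absorbance read at 600 nm.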
PLK1 PBD inh: qHTS for Inhibitors of PLK1-PDB (polo-like kinase 1 - polo-box domain): Primary Screen. 360,000 compounds, 2.8% hits. Potency, µM, without a hit: max response, negative = inhibition, actives largely listed as inhibitors. Plk1 PBD binding of FITC phosphopeptide, fluorescence polarization. AID 720504, 2013. Serine/threonine-protein kinase PLK1 (Homo sapiens), P53350; further: potency means the concentration at half of the fitted maximal effect; series mostly up to about 57 µM; on the % scale 0 is the no-effect control and ±100 the full control effect; nearly all actives have a fitted effect of over 65% in size
EPAC1 antag: qHTS for Antagonist of cAMP-regulated guanine nucleotide exchange factor 3 (EPAC1): primary screen; Rap guanine nucleotide exchange factor 3 (Homo sapiens), O95398; Potency, µM (doses to about 115 µM), for the others: at the top dose activity change, negative = inhibition, most hits filed as inhibitors; EPAC1 GEF assay, Rap1b-BODIPY-GDP exchange fluorescence; 360,000 compounds, 0.14% hits;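 further: potency means the concentration at half of the fitted maximal effect; plate controls were vehicle for no effect and positive control for full effect; nearly all actives have a fitted effect of over 50% in size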
PI5P4K alpha inh: qHTS for Inhibitors of phosphatidylinositol 5-phosphate 4-kinase (PI5P4K). AID 652105, 2013. Phosphatidylinositol 5-phosphate 4-kinase type-2 alpha (Homo sapiens), P48426. max response, %. PI5P4Kalpha enzyme, ADP-Glo luminescence, 60 min; active compounds read low. 330,000 compounds, 1.2% hits; active means max response of -50% or lower; inconclusive means between -30% and -50%; inactive means -30% or higher; further: value at the top dose of about 77 µM; on the % scale 0 is the no-effect control and ±100 the full control effect
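Reactions run in 0.038 M HEPES pH 7.4, 0.28 mM EGTA, 0.1% CHAPS and 5% DMSO, with PI5P4Kalpha, substrate, compound and 5 microM ATP final, one hour at room temperature. Readout is ADP-Glo luminescence.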
Abeta yeast res: qHTS for compounds that reverse cellular toxicity of Amyloid beta (A-beta) peptide in yeast: Primary Screen; 410,000 compounds, 0.063% hits; yeast expressing A-beta42, growth rescue, OD600, 48 h; response scale: 0% DMSO, 100% iron-clioquinol control; Potency, µM (series often up to 46.1 µM), inactives show top-dose growth rescue, hits mostly activators; AID 1347071, 2019; further: potency means the concentration at half of the fitted maximal effect; nearly all actives have a fitted effect of over 55% in size
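Growth rescue measured by 600 nm absorbance after 48 h yeast culture at 30 C with compound. Values normalized between DMSO and an equimolar ferric chloride plus clioquinol control.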
EPAC1 ag: qHTS for Agonist of cAMP-regulated guanine nucleotide exchange factor 3 (EPAC1): primary screen; AID 720707, 2013; 360,000 compounds, 0.073% hits; Potency, µM (titrated, usually from 154 µM), without a hit: at the top dose activation, hits mostly activators; EPAC1 agonist qHTS, biochemical assay; response scale: 100% = response to 6.5 mM cAMP; further: potency means the concentration at half of the fitted maximal effect; nearly all actives have a fitted effect of over 60% in size
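Read-out is the fluorescence drop as BODIPY-GDP leaves Rap1B (480 nm excitation, 540 nm emission), recorded every 5 minutes over 30 minutes. Reactions held 100 nM EPAC1, 250 nM Rap1B–BODIPY-GDP and 50 uM GDP, with 6.5 mM cAMP setting full activation.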
WRN helicase inh: qHTS for Inhibitors of WRN Helicase; WRN helicase unwinding, fluorescent forked duplex, kinetic; 360,000 compounds, 0.46% hits; Potency, µM (highest dose often 114 µM), without a hit: at the top dose activity change, negative = inhibition, actives largely listed as inhibitors; Bifunctional 3'-5' exonuclease/ATP-dependent helicase WRN (Homo sapiens), Q14191; AID 651768, 2012; further: potency means the concentration at half of the fitted maximal effect; on the % scale 0 is the no-effect control and ±100 the full control effect; nearly all actives have a fitted effect of over 55% in size
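Enzyme (20 nM final) and test compound sit together 15 min at room temperature before substrate addition. Substrate is a single-forked duplex oligonucleotide (100 nM) labelled with fluorophore and quencher, with 2 mM ATP; helicase unwinding raises red fluorescence, read kinetically.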
IL-2 act: qHTS of IL-2 Activators; IL-2 activation reporter assay, cell-based qHTS; stimulated with anti-CD3/CD4/CD28 beads; in transgenic mouse T cells; activation, % (series mostly up to about 46 µM); 360,000 compounds, 0.065% hits; AID 652025, 2013; in the data active means activation above about 50%; inconclusive means mostly about 30% to 49%; further: 0% is about no effect
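Readout: EGFP and DsRed signals by fluorescent plate cytometry. Unstimulated transgenic mouse T cells received compound 60 min before antibody-bead stimulation, then incubated 18 h at 37 degrees C.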
* = called active by the depositor; ? = inconclusive; . = not tested or not shown; & = joins results of further samples; [ ] = another dose, or the depositor's remark. Unless noted, the call rests on the fitted dose curve; in most records, active means well fitted curve in the direction sought with a large enough effect; inconclusive means small, poorly fitted or top-dose-only effect, or another doubt; inactive means no such curve, though single readings can be large; an effect the other way counts as inactive or inconclusive.

Sample of the layout, five compounds:
SMILES | FUS suppressor | PLK1 PBD inh | EPAC1 antag | PI5P4K alpha inh | Abeta yeast res | EPAC1 ag | WRN helicase inh | IL-2 act
O=C(Nc1cc2c3c(c1)CC(=O)N3CCC2)c1ccc(Br)cc1 | ? | -4% | 9% | -13 | -8% | 5% | -4% | -3.8
O=C(Nc1cc(S(=O)(=O)N2CCOCC2)ccc1N1CCCC1)c1ccc2c(c1)S(=O)(=O)c1ccccc1C2=O | 4% | 4.7µM* | 3% | -77* | -91%[inhibitor] | 11% | -27% | -3.9
Cc1ccc(/C=C/c2onc(C)c2S(=O)(=O)N2CCC(C(=O)N3CCCCC3)CC2)cc1 | ? | -10% | -9% | -2 | -50%[inhibitor] | -2% | -1% | -3.4
CC(=O)N[C@H](Cc1c[nH]c2ccccc12)C(=O)O | -42% | -4% | 8% | 2 | 0% | -16% | 0% | 0.6
CCN(CC)C(=O)CSc1nnc(C2CCCCC2)o1 | -9% | -1% | -4% | -1 | -7% | 1% | 2% | -0.5

The whole of this part, previewed entries included:
SMILES | FUS suppressor | PLK1 PBD inh | EPAC1 antag | PI5P4K alpha inh | Abeta yeast res | EPAC1 ag | WRN helicase inh | IL-2 act
O=C(Nc1cc2c3c(c1)CC(=O)N3CCC2)c1ccc(Br)cc1 | ? | -4% | 9% | -13 | -8% | 5% | -4% | -3.8
O=C(Nc1cc(S(=O)(=O)N2CCOCC2)ccc1N1CCCC1)c1ccc2c(c1)S(=O)(=O)c1ccccc1C2=O | 4% | 4.7µM* | 3% | -77* | -91%[inhibitor] | 11% | -27% | -3.9
Cc1ccc(/C=C/c2onc(C)c2S(=O)(=O)N2CCC(C(=O)N3CCCCC3)CC2)cc1 | ? | -10% | -9% | -2 | -50%[inhibitor] | -2% | -1% | -3.4
CC(=O)N[C@H](Cc1c[nH]c2ccccc12)C(=O)O | -42% | -4% | 8% | 2 | 0% | -16% | 0% | 0.6
CCN(CC)C(=O)CSc1nnc(C2CCCCC2)o1 | -9% | -1% | -4% | -1 | -7% | 1% | 2% | -0.5
CCn1c(COc2ccccc2C)nnc1SCC(=O)O | 4% | -4% | 10% | . | -18% | -2% | 7% | -1.4
O=C(COc1ccc(Br)cc1)N/N=C1/SCC(=O)N1Cc1ccccc1 | 16% | -7% | -4% | -7 | 14% | 8% | ? | -2.4
Cc1ccc(-c2nnc(N3CC(C)OC(C)C3)c3ccccc23)cc1 (stereo unspecified) | 24% | -18% | -17% | -14 | -21% | 3% | -21% | -0.2
COC(=O)[C@]1(C)N[C@H](CN(C)S(=O)(=O)c2ccc(OC(F)(F)F)cc2)[C@@H]2C(=O)N(Cc3ccccc3)C(=O)[C@@H]21 | 36% | -4% | -5% | 0 | 0% | -24% | -1% | -0.1
COC(=O)c1ccc(Cl)c(NC(=O)NC2CCCCC2)c1 | 10% | -4% | -6% | -6 | 0% | -14% | -12% | 0.6
Cc1ccc(C(=O)Nc2ccc3c(c2)OCCO3)cc1S(=O)(=O)N1CCOCC1 | 28% | -13% | -14% | -7 | 7% | -4% | ? | -0.2
N#Cc1cnc(=S)n(-c2cc(C(F)(F)F)cc(C(F)(F)F)c2)c1N | -9% | -2% | 4% | -7 | 3% | 6% | -8% | -0.7
Cc1cccc(NC(=O)c2cccc([N+](=O)[O-])c2O)c1C | . | -12% | -21% | ? | -74%[inhibitor] | 5% | -8% | -0.6
COc1ccc(CCC(=O)N2CCc3ccccc32)cc1 | 6% | -3% | 3% | 9 | 10% | -5% | -6% | -0.4
CC1CC(C)CN(C(=O)Cn2c(SCC(=O)N3CCc4ccccc4C3)nc3ccccc32)C1 (stereo unspecified) | 22% | ? | -9% | -1 | 0% | -32%[inhibitor] | 11% | -2.3
COc1ccc(C(=O)/C=C2\NCC3c4ccccc4CCN3C2=O)cc1 (stereo unspecified) | -29% | 9.5µM* | -7% | -8 | -3% | 4% | 5% | 0.3
C=CCn1cnc2scc(-c3ccccc3)c2c1=O | -15% | -4% | 9% | -1 | ? | -2% | 3% | 0.2
CCNC(=O)C1CCCN(C(=O)c2ccc(N(C)C)cc2)CC1 (stereo unspecified) | -31% | 4% | 10% | 0 | -8% | -7% | 4% | 0.4
Cc1ccc2cc(CCNC(=O)CCCc3ccccc3)c(=O)[nH]c2c1C | -15% | -6% | 6% | -6 | -3% | 0% | 1% | -0.9
O=C(/C=C/c1ccc([N+](=O)[O-])cc1)N1CCN(c2ccccc2F)CC1 | 29% | 4% | 26% | 2 | 1% | -2% | -25%[57.1 µM] | 0.7
C#CCNCCS(=O)(=O)N(Cc1ccc(Br)cc1)[C@@H](C)C(=O)O | -20% | -2% | 14% | -4 | 2% | 4% | 2% | 1.0
NC(=S)N/N=C/c1ccc2ccccc2c1 | 18% | -14% | 12% | -2 | 20% | 7% | 3% | -0.7
CC(=O)NC(Cc1cccc(C)c1)C(=O)NC1CCN(C(=O)c2ccc([N+](=O)[O-])cc2)CC1 (stereo unspecified) | -24% | 5% | -23% | 0 | 2% | -2% | 8% | 1.1
CCOc1ccc(C2C3=C(CCCC3=O)N(CC(=O)O)C3=C2C(=O)CCC3)cc1 | 22% | ? | -13% | -20 | 25% | -8% | -10% | -0.9
CC(=O)c1sc(NC(=O)C(C)C)nc1C | 20% | -11% | 20% | -7 | 0% | -2% | 10% | -1.5
CC(C)CCNC(=O)C1c2ccccc2Oc2ccccc21 | -14% | -5% | -10% | -4 | 5% | 5% | -7% | -1.4
Cc1cccc2cc3c(N)c(C#N)sc3nc12 | 10% | -6% | ? | 6 | 28% | 0% | -14% | -1.0
CCCN(CCC)C(C(=O)Nc1cccc(OC)c1)c1ccccc1 (stereo unspecified) | 18% | -3% | -9% | . | 15% | 10% | -5% | -2.8
COC(=O)C1=C(C(=O)OC)[C@@H]2N(Cc3ccccc3)c3ccccc3[C@@]23C[C@@H](CO)N(C(=O)NC2CCCC2)C3=N1 | ? | -3% | -16% | -5 | -5% | -12% | 5% | -0.5
N=C1C(c2nc(-c3cccc([N+](=O)[O-])c3)cs2)=C(O)CN1NC(=O)c1ccco1 | 29% | -30% | ? | -55* | -30% | 1% | ? | -0.7
O=S1(=O)CC(N2CCCC2)CN1C1CCCCC1 (stereo unspecified) | -24% | 7% | -17% | -1 | -13% | 0% | -4% | 0.7
COc1ccc(/C=C2\SC(N3CCc4ccccc4C3)=NC2=O)cc1OC | . | -14% | -7% | -12 | -26% | 3% | -12% | -0.1
CN(NC(=O)c1ccco1)c1nc2ccccc2nc1C(F)(F)F | 16% | -2% | -8% | -8 | -16% | 1% | 3% | 0.0
Cc1noc(C)c1C(=O)OCC(=O)NC(=O)c1ccc(C(C)(C)C)cc1 | 22% | 1% | -10% | -10 | 0% | -14% | -3% | -0.8
CN(Cc1nc2ccccc2n1C)S(=O)(=O)c1ccc(F)cc1 | -29% | -4% | 8% | 3 | 10% | -7% | -21%[57.1 µM] | 1.0
CC(C)C[C@H]1CNC(=S)N1C[C@H]1CCCN1C[C@H](CC(C)C)N1C[C@H](Cc2ccc(O)cc2)N(CC2CCCCCC2)C1=S | ? | 0% | -23% | -22 | 19% | -17% | -16% | -0.6
O=C(Cn1c(=O)c2c(ncn2C2CCCC2)n(Cc2ccccc2)c1=O)N1CCc2ccccc21 | 15% | -2% | -21% | -6 | 9% | 7% | -8% | -2.7
COc1ccc(NC(=O)CC2C(=O)N(C)C(=S)N2Cc2ccco2)cc1 (stereo unspecified) | . | -12% | -10% | 4 | 8% | -3% | -24% | -0.9
CC1CC(=O)N(Cc2ccccc2)c2ccccc2N1C=O (stereo unspecified) | 1% | -6% | 1% | . | 0% | 1% | 2% | -3.0
Cc1ccc(/C=N/Nc2nc3ccccc3[nH]2)s1 | . | -22% | -25% | -3 | 3% | -11% | -9% | -3.4

A few values from the list:
`Cc1ccc(/C=N/Nc2nc3ccccc3[nH]2)s1` in PI5P4K alpha inh has -3
`NC(=S)N/N=C/c1ccc2ccccc2c1` in EPAC1 ag has 7%

(more compounds)
SMILES | FUS suppressor | PLK1 PBD inh | EPAC1 antag | PI5P4K alpha inh | Abeta yeast res | EPAC1 ag | WRN helicase inh | IL-2 act
C=CCn1cc(C(=O)NCc2ccc3c(c2)OCO3)c(=O)c2cc(S(=O)(=O)N(CC)CC)ccc21 | 39% | 7% | 11% | 6 | 5% | -1% | -23%[57.1 µM] | -0.2
COCCNC(=O)C1=C(N)C(C(=O)Nc2ccc(C)c(S(=O)(=O)N3CCCCC3)c2)SC1=Nc1ccc(C)cc1C (stereo unspecified) | ? | -9% | -22% | . | -17% | -7% | -13% | 0.8
CCOc1ccccc1NC(=O)c1nc(S(=O)(=O)Cc2cccc(C)c2)ncc1Cl | -7%&10% | ? | -2% | 0 | 1%&-5% | 1% | -5% | -3.9
C[c-]1[c-](C)[c-](C)[c-](C)[c-]1C.[Fe].c1cc2nccc(N3CCCC3)[c-]2c1 (stereo unspecified) | 8%&9% | ? | ? | ? | -33%&-38%[inhibitor] | 0%&1% | -19%&-17% | -0.7&-3.2
Cn1c(N)c(C(=O)c2cc(-c3ccncc3)nc3ccccc23)c(=O)n(C)c1=O | 12% | -10% | -13% | 4 | -9% | 5% | -9% | 3.8
CCO/C(C)=N/Oc1cnc2ccccc2c1 | -28% | -1% | 1% | 2 | -12% | -5% | -1% | -0.4
CCNc1nc(NCC)n2c(SCC(=O)O)nnc2n1 | 1% | -1% | 8% | -2 | -6% | -7% | -13% | 0.2

This is a random part of the collection (roughly 4.1% active in at least one column).
